Source: PubChem BioAssay
TDP1 inh – TDP1 (human) enzyme inhibition; recombinant TDP1, AlphaScreen DNA substrate cleavage; AID 485290; 350,000 tested, 0.28% active; Potency, µM (titrated, usually from 130 µM), inactives show at the top dose activity change, negative = inhibition, usual class: inhibitors; also: nearly all actives have a fitted effect of over 40% in size
Target sequence (Q9NUW8 whole entry, looked up): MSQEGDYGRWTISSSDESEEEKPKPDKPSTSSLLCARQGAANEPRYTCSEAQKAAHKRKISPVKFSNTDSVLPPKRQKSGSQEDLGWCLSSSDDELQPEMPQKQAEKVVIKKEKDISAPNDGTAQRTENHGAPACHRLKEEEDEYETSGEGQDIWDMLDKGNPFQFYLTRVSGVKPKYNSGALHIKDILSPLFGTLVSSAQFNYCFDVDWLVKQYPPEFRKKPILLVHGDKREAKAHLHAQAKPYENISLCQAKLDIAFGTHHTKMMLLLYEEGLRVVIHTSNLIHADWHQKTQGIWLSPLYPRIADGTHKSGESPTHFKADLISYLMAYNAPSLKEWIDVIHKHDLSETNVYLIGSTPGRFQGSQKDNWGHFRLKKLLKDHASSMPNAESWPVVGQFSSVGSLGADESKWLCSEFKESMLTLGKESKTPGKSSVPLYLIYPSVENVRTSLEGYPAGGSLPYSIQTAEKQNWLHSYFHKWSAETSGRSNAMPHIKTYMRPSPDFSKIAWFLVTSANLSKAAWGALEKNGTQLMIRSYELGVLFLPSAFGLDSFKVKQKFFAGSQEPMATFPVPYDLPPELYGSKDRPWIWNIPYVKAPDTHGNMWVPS
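AlphaScreen read-out: signal falls as enzyme removes the 3' tyrosine-FITC from a 5'-biotinylated DNA oligo (15 nM, 5 min, RT). Enzyme was E. coli-made recombinant Tdp1 at 1 nM, exposed to compound for 15 min beforehand; beads 10 ug/ml, 10 min.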
GCN5L2 inh – GCN5L2 (KAT2A) acetyltransferase inhibition; 390,000 tested, 0.21% active; Potency, µM (series often up to 58.9 µM), inactives show top-dose activity change, negative = inhibition, usual class: inhibitors; Q92830; GCN5L2 HAT assay, ThioGlo1 CoA-SH fluorescence
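Preincubate 20nM GCN5L2 with compound 15 min, RT → add 50uM ThioGlo1 + 75uM H3(1-25) + 70uM acetyl-CoA → read fluorescence 0 and 20 min. Primary qHTS; fluorescent artifacts likely.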
TDP1 cell noCPT – qHTS for Inhibitors of human tyrosyl-DNA phosphodiesterase 1 (TDP1): qHTS in cells in absence of CPT. 420,000 tested, 15% active. Potency, µM (doses to about 46.2 µM), without a hit: at the top dose activity change, negative = growth inhibition, usual class: inhibitors. DT40 Tdp1-/- hTDP1 cells, no CPT, ATP luminescence, 48 h; also: nearly all actives have a fitted effect of over 55% in size
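Seeded 400 DT40-hTDP1 cells/well (vehicle DMSO, no 20 nM CPT); pinned compounds; ≥48 hr at 37 °C; CellTiter-Glo luminescence as viability measure.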
* marks the source's active call; other numbers are inactive results; ? = inconclusive; · = no result given; & = joins results of further samples; [ ] = remark or other dose. Calls follow the shape of the dose curve; as a rule, active = well fitted curve in the direction sought with a large enough effect; inconclusive = small, poorly fitted or top-dose-only effect, or another doubt; inactive = no such curve, though single readings can be large; an effect the other way counts as inactive or inconclusive. % is scaled to controls: 0 for no effect and ±100 for the full control effect; potency is read from the fitted curve at half-maximal effect. These rows are one share of the data (hit frequency here may not be typical).

mol | TDP1 cell noCPT | GCN5L2 inh | TDP1 inh
O=[N+]([O-])c1cccc(/C=C/c2ccncc2)c1 | -24% | -3% | 5%
CC(C)(C)C(=O)Nc1ccccc1-c1nc2ccccc2[nH]c1=O | -5% | -6% | ·
O=C(Nc1cccc([N+](=O)[O-])c1)Nc1cnccn1 | 3% | -20% | -12%
CN(C)C(=O)CCC(=O)N1CCCC(C(=O)c2ccc(C(F)(F)F)cc2)C1 (stereo unspecified) | 26µM* | 11% | 3%
CCC(=O)Nc1ccc(-c2nn3c(C)nnc3s2)cc1C | -9% | -8% | 5%
O=C(NNc1ccccc1[N+](=O)[O-])NC1CCCCC1 | -24% | -3% | 5%
CN(C)c1ccc(C(=O)N2CCCC(CCC(=O)N3CCN(c4ccccn4)CC3)C2)cc1 (stereo unspecified) | ? | -11% | 6%
COc1ccc(C2C(C(=O)O)c3ccccc3C(=O)N2C)cc1Br (stereo unspecified) | -14% | -11% | -3%
CC(C)c1nn2c(=O)cc(COC(=O)c3ccccc3Cl)nc2s1 | -4% | -11% | 7%
COc1ccc(CCC(=O)Nc2ccc(OC)c(S(=O)(=O)N3CCCCC3)c2)cc1 | -23% | 4% | -1%
CCc1c(C)nc(N)n2c(SCC(=O)N3CCCC(C)C3)nnc12 (stereo unspecified) | -11% | -1% | 2%
Cc1cc(C)nc(N2CCCC(C(=O)Nc3nnc(C)s3)C2)n1 (stereo unspecified) | -4% | 0% | 1%
Cc1ccsc1C1C(C#N)=C(N)OC2=C1C(=O)CC(C)C2 (stereo unspecified) | 11% | -1% | -1%
O=C(Nc1cccc2ncccc12)c1ccc(F)cc1 | ? | 0% | 3%
CCOc1ccc(Nc2ncnc3c2cnn3C)cc1 | ? | -5% | 3%
Cc1ccccc1C(=O)Oc1cc(-c2ccc3c(c2)OCO3)cc(=O)c2c(C)oc(C)c12 | ? | -13% | 2%
O=C1CC(c2nc3ccccc3[nH]2)CN1c1ccccc1F (stereo unspecified) | -14% | -9% | -1%
CN1CCN(S(=O)(=O)c2ccc(NC(=S)NC(=O)C3CCCC3)cc2)CC1 | -22% | -2% | 5%
Cc1noc(C)c1CSCC(=O)Nc1cc(Cl)ccc1N1CCOCC1 | -24% | -17% | 4%
O=C(Nc1cccc(OCc2cc(=O)n3ccccc3n2)c1)c1ccccc1Br | ? | -3% | 0%
Cc1cc(C)n(Cc2cccc(F)c2)c(=O)c1C#N | -1% | -10% | -4%
COc1ccc(OC)c(C2NC(=O)NC(C)=C2C(=O)Nc2ccc(F)cc2)c1 (stereo unspecified) | -7% | -8% | ·
C/C(=N/NC(=O)C1COc2ccccc2O1)c1ccc(Br)s1 (stereo unspecified) | -6% | 6% | ·
Cc1ccsc1C(=O)OC(C)C(=O)Nc1ccc(Cl)cn1 (stereo unspecified) | 26µM* | 0% | -5%
Cc1nnc(SCC(=O)NNC(=O)c2ccco2)s1 | -4% | -2% | -10%
Cc1cc(=O)[nH]c2ccc(S(=O)(=O)NC3CCCCC3)cc12 | 8% | 0% | ·
Cc1cc(C(=O)N/N=C/c2ccc(Cl)c([N+](=O)[O-])c2)c(C)n1-c1ccc(F)cc1 | 15µM* | -2% | 11%
O=C(Cc1cccs1)Nc1cccc(-c2nc3ccccc3o2)c1 | -29% | 2% | 4%
COc1ccc(/C=C/C(=O)O)cc1COc1ccccc1C | -23% | -2% | 3%
CN1CCN(CCCNC(=O)c2cn(C)c3ccc(S(=O)(=O)N(C)C)cc3c2=O)CC1 | -8% | 2% | 1%
CCCn1c(=O)c2sccc2n2c(CCCC(=O)N3CCN(c4ccc(OC)cc4)CC3)nnc12 | ? | -1% | 0%
Cn1ccc(C(=O)N/N=C/c2ccccc2[N+](=O)[O-])n1 | -7% | -9% | 3%
COc1ccc(CNc2nc(-c3cccnc3)nn2S(C)(=O)=O)cc1 | -5% | -11% | 4%
Cc1ccc(C(=O)NCCc2ccc(S(N)(=O)=O)cc2)cc1-n1cnc2cccnc21 | -20% | 0% | 0%
Cc1cccc(N(CC(=O)NCCSCc2ccc(Cl)cc2)S(C)(=O)=O)c1C | 26µM* | -4% | ·
O=C(c1cccc(NS(=O)(=O)c2cccc(F)c2)c1)N1CCCC1 | 6% | -21% | 3%

Part of the list above in order of formula weight, smallest number first.
mol | TDP1 cell noCPT | GCN5L2 inh | TDP1 inh
Cn1ccc(C(=O)N/N=C/c2ccccc2[N+](=O)[O-])n1 | -7% | -9% | 3%
O=C(c1cccc(NS(=O)(=O)c2cccc(F)c2)c1)N1CCCC1 | 6% | -21% | 3%
Cc1ccc(C(=O)NCCc2ccc(S(N)(=O)=O)cc2)cc1-n1cnc2cccnc21 | -20% | 0% | 0%

Continuation:
mol | TDP1 cell noCPT | GCN5L2 inh | TDP1 inh
Nc1c(C(=O)O)sc2nc3c(cc12)CCCC3 | -11% | -12% | ·
COc1cccc(N2CCN(C(=O)c3ccc(NC(=O)c4nsc5ccccc45)cc3)CC2)c1 | ? | -7% | 3%
COC(=O)c1ccc(N2C(=O)CC(SCCN)C2=O)cc1 (stereo unspecified) | -16% | -1% | 9%
Cc1ccc(NC(=O)CSCC(=O)OC(C)C(=O)Nc2ccc(S(N)(=O)=O)cc2)c(C)c1 (stereo unspecified) | -13% | -2% | -2%
CCCc1ccc2oc(C(=O)N(C)Cc3cnccn3)c(C)c2c1 | ? | ? | ·
CCOc1ccc(NC(=O)c2ccc(NC(=O)c3ccc(CN4CCOCC4)cc3)cc2)cc1 | -18% | 7% | 0%
Cc1ccccc1NC(=O)CCC(=O)N/N=C/c1ccc(F)cc1 | 1% | -3% | 5%
COc1ccc(Cl)cc1NS(=O)(=O)N1CCOCC1 | 20% | -11% | -9%
COc1ccc(N2C(=O)C(CC(=O)Nc3ccc(Cl)cc3)N(NC(=O)c3cccc(F)c3)C2=S)cc1 (stereo unspecified) | 6% | -1% | ·
Cc1cc(=O)[nH]c(N/N=C/C2=C(N3CCOCC3)C(=C\c3ccc(Cl)cc3)/CC2)n1 | 16µM* | -5% | 5%
COc1ccccc1[C@@H]1C(c2ccc(F)cc2)=NN(c2ccc(Br)cc2)[C@H]1C(=O)N1CCOC1=O | · | -24% | -6%[96 µM]
Cc1ccccc1-c1nnn(Cc2ccc(-c3nn[nH]n3)cc2)n1 | -3% | 0% | 3%
N#CCCN(Cc1cccs1)C(=O)Nc1ccc(F)cc1 | 9% | 0% | ·
COc1ccc(C(=O)CN2C(=O)c3ccccc3S2(=O)=O)cc1 | -6% | -4% | 4%
COCC(=O)n1nc(-c2ccccc2)nc1NCc1cccs1 | -9% | 4% | 5%
CC(=O)N1c2ccc(F)c(F)c2C[C@H]1C | -6% | -2% | 0%
CCNC(=O)CCc1nc(-c2ccc(C(C)(C)C)cc2)no1 | ? | -4% | -3%
O=C(COC(=O)c1ccc(Br)o1)NCc1ccc(F)cc1 | 6% | -1% | 0%
CC(C)[C@@H](C(=O)NC1CCCC1)N1C(=O)N2CCc3c([nH]c4ccccc34)[C@@]2(C)C1=O | ? | -10% | ·
CCN(CC)CCCNC(=O)c1cn(C)c2ccc(S(=O)(=O)N3CCOCC3)cc2c1=O | -27% | 2% | -2%
O=S(=O)(CS(=O)(=O)c1ccc(Cl)cc1)c1ccc(Cl)cc1 | -8% | 0% | 5%
Nc1c(C(=O)NCCc2ccccc2)nnn1Cc1ccc(Cl)cc1 | 2% | -4% | 2%
COc1ccc2ccc(OCC(=O)Nc3cc(C)on3)cc2c1 | 8% | -3% | -4%
CCCCOC(=O)c1ccc(-n2nnc3c(sc4nc(C)cc(C)c43)c2=O)cc1 | ? | 3% | 5%
Cc1ccc(-c2noc(CNc3ccccc3)n2)cc1 | ? | -10% | -5%
COc1cc(OC)c(NC(=O)c2ccc3nc(C(C)C)oc3c2)cc1Cl | 18µM* | -4% | 5%
O=c1sc2ccccc2c(N2CCCCC2)c1[N+](=O)[O-] | 18% | -5% | -1%
CCc1cc(=O)[nH]c(SCc2cccc3ccccc23)n1 | -18% | -5% | 4%
CCC(NC(=O)Cc1cccs1)c1ccccc1 (stereo unspecified) | -9% | -5% | 1%
Cc1ccc(S(=O)(=O)N(C)c2ccc(OC(=O)c3cccs3)cc2)cc1C | ? | -5% | -4%
CCCCSc1nc2c(cc1C#N)CCC2 | -9% | -11% | 1%
Cc1ccc(CCN2CC(C(=O)NCCN3CCOCC3)CC2=O)cc1 (stereo unspecified) | -12% | ? | 7%
CCCNC(=O)c1cc2n(n1)CCCN(Cc1ccc(C)cc1)C2=O | -12% | 11% | 4%
CCc1ccccc1NC(=O)CC(=O)Nc1ccccc1CC | 0% | -2% | ·
COc1ccc(N2CCN(C(=O)CSc3nnc(-c4cccnc4)n3-c3ccc(F)cc3)CC2)cc1 | 21µM* | -5% | 0%
CC1=CC(=C2C=CC(=O)C=C2)C=C(C)N1C | · | -4% | 8%
COc1ccc(CCNC(=O)C2CCC(=O)N2S(=O)(=O)c2ccc(C)cc2)cc1 (stereo unspecified) | -3% | -4% | 3%
CCOC(=O)c1c(NC(=O)COC(=O)c2cnccn2)sc(C)c1C | -14% | -4% | 1%
CC(C)CC(=O)Nc1nnc(S(=O)(=O)N2c3ccccc3CC2C)s1 (stereo unspecified) | 1%&-9% | -2%&-2% | 9%

Compounds above that have a thiophene ring, fused or not:
mol | TDP1 cell noCPT | GCN5L2 inh | TDP1 inh
Cc1ccsc1C1C(C#N)=C(N)OC2=C1C(=O)CC(C)C2 (stereo unspecified) | 11% | -1% | -1%
C/C(=N/NC(=O)C1COc2ccccc2O1)c1ccc(Br)s1 (stereo unspecified) | -6% | 6% | ·
Cc1ccsc1C(=O)OC(C)C(=O)Nc1ccc(Cl)cn1 (stereo unspecified) | 26µM* | 0% | -5%
O=C(Cc1cccs1)Nc1cccc(-c2nc3ccccc3o2)c1 | -29% | 2% | 4%
CCCn1c(=O)c2sccc2n2c(CCCC(=O)N3CCN(c4ccc(OC)cc4)CC3)nnc12 | ? | -1% | 0%
Nc1c(C(=O)O)sc2nc3c(cc12)CCCC3 | -11% | -12% | ·
N#CCCN(Cc1cccs1)C(=O)Nc1ccc(F)cc1 | 9% | 0% | ·
COCC(=O)n1nc(-c2ccccc2)nc1NCc1cccs1 | -9% | 4% | 5%
CCCCOC(=O)c1ccc(-n2nnc3c(sc4nc(C)cc(C)c43)c2=O)cc1 | ? | 3% | 5%
CCC(NC(=O)Cc1cccs1)c1ccccc1 (stereo unspecified) | -9% | -5% | 1%
Cc1ccc(S(=O)(=O)N(C)c2ccc(OC(=O)c3cccs3)cc2)cc1C | ? | -5% | -4%
CCOC(=O)c1c(NC(=O)COC(=O)c2cnccn2)sc(C)c1C | -14% | -4% | 1%
